# From PubChem
# OPRM1-OPRD1 inv = inverse agonists of MOR-DOR heterodimerization, primary screen, cell-based, luminescence; inhibition, % at 9.3 µM; 340,000 compounds, 0.21% hits; cell-based MOR-DOR heterodimer luminescence, inverse agonism; Mu-type opioid receptor (Homo sapiens) + Delta-type opioid receptor (Homo sapiens), …; AID 504357, 2011; in the data active = inhibition above about 22%, passing the limit was not always enough;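 also: 0% = cells with DMSO and 100% = wells without cells with DMSO; values of inactives mirror those of a sister screen read the other way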
# Target sequence (P35372 whole entry, looked up): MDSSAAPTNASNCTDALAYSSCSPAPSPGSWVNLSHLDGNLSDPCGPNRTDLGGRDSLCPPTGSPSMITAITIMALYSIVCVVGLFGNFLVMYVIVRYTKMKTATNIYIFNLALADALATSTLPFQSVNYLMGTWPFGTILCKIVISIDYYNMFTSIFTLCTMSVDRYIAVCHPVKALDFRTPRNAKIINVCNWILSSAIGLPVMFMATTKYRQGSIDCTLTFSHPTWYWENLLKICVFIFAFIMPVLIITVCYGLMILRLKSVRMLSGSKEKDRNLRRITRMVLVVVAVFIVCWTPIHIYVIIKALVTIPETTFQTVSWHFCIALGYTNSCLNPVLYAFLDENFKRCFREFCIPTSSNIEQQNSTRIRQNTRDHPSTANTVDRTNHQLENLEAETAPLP
# Target sequence (P41143 whole entry, looked up): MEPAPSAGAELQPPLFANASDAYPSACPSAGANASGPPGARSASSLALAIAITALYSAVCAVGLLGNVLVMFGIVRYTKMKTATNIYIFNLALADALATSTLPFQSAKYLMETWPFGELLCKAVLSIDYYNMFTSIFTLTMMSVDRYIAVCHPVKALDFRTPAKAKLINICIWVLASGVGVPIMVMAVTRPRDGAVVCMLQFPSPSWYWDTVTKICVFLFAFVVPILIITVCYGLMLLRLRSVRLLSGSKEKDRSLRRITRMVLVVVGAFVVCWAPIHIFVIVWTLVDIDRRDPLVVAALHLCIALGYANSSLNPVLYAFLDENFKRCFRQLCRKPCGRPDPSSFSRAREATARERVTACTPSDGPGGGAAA
# V-ATPase pH = regulators of yeast V-ATPase proton pumping, primary screen, pHLuorin cytosolic pH fluorescence; 350,000 compounds, 0.37% hits; S. cerevisiae; response, % at 10 µM; AID 504577, 2011; in the data active = response mostly above about 7.3%, no sharp cut-off; inactive = mostly below about 5.4%; also: actives read high; inactives centre near 0; some compounds called inactive have numbers as strong as hits; reference of the scale not given here
# MOR-DOR ag = agonists of OPRM1-OPRD1 heterodimerization, primary screen, cell-based, luminescence; Mu-type opioid receptor (Homo sapiens) + Delta-type opioid receptor (Homo sapiens), …; cells; activation, % at 9.3 µM; 340,000 compounds, 0.3% hits; in the data active = activation above about 18%;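 also: 0% = vehicle-treated cells and 100% = reference agonist; values of inactives mirror those of a sister screen read the other way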
# PKA-R2B act = activators of PKA-R2B holoenzyme, primary screen, biochemical, fluorescence polarization, Cy5-IP20, human. 340,000 compounds, 0.079% hits. PKA-R2B holoenzyme dissociation; R2B truncated from residue 108, S112A mutant; 0% DMSO only, 100% 113 µM cGMP. activation, % at 11.4 µM. cAMP-dependent protein kinase catalytic subunit beta (Homo sapiens) + cAMP-dependent …;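 active = activation above a cutoff set at the mean over all compounds plus 3 SD, cut at about 18% in these data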;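 also: higher means more holoenzyme dissociation and a rise in polarization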
# HTR5A inv ctr = HTR5A inverse agonists in luminescence cell assay, primary screen, counter-screen for OPRM1-OPRD1 heterodimer inverse agonist project, full-deck HTS | inhibition, % at 9.3 µM | HTR5A cell line, inverse agonism | 5-hydroxytryptamine receptor 5A (Homo sapiens), P47898 | 340,000 compounds, 0.083% hits; in the data active = inhibition mostly above about 23%, no sharp cut-off; inactive = mostly below about 18%;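 also: 0% = cells with DMSO and 100% = no-cell wells with DMSO; some compounds called inactive have numbers as strong as hits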
# PKA-R1A activ = activators of PKA-R1A holoenzyme, primary screen, biochemical, fluorescence polarization, Cy5-IP20, bovine R1A, mouse PKAc. cAMP-dependent protein kinase type I-alpha regulatory subunit (Bos taurus) + …. PKA-R1A dissociation; scaled: DMSO 0%, 113 µM cGMP 100%. activation, % at 11.4 µM. 340,000 compounds, 0.083% hits. AID 504707, 2011;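 active = percent activation above the mean of all tested compounds plus 3 SD, cut at about 19% in these data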;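 also: higher means more PKAc released from R1A so a rise in polarization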
# Arrestin-AP2 inh = inhibitors of beta-arrestin/AP2 binding, primary screen, biochemical, GPCR trafficking, flow cytometry | FITC-arrestin peptide / GST-AP2 beads; AP2 beta2 appendage carries R879A mutation | 340,000 compounds, 0.31% hits | inhibition, % at 10 µM | beta-arrestin 1 C-terminal peptide binding to AP2 beta2-adaptin appendage (human);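 active = inhibition above a set limit, near 3 SD of compounds lacking own fluorescence, cut at about 54% in these data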;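 also: plate controls were DMSO wells for no effect and 5 µM unlabelled arrestin peptide for full effect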
#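 System: GST-AP2 R879A glutathione beads; medium: PBS, Tween 20 0.05%, BSA 0.1%; reagent: fluorescein-tagged arrestin peptide at 50 nM final; schedule: pre-incubation 12 min, peptide binding 1 h, room temperature; detection: flow cytometry, FL1 (488/535 nm); read-out: inhibition as reduced fluorescein signal on beads, percent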
# DAGLB inhibitor = DAGLB lipase inhibitors, primary screen, biochemical, fluorescence, HTS; Diacylglycerol lipase-beta (Homo sapiens), Q8NCG7; HEK293T DAGLB membrane lysate, EnzChek fluorogenic substrate; inhibition, % at 5.17 µM; 340,000 compounds, 0.059% hits; in the data active = inhibition above about 34%;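 also: 0% = enzyme with vehicle and 100% = wells lacking enzyme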
# HTR5A ag ctr = HTR5A agonists in luminescence cell assay, primary screen, counter-screen for OPRM1-OPRD1 heterodimer agonist project, full-deck HTS | 5-hydroxytryptamine receptor 5A (Homo sapiens), P47898 | cell-based | activation, % at 9.3 µM | 340,000 compounds, 0.61% hits; in the data active = activation mostly above about 9.5%, no sharp cut-off; inactive = mostly below about 7.6%;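 also: 0% = cells with vehicle only and 100% = reference agonist; strong numbers were not always called active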
# Pemphigus Ab inh = inhibitors of pemphigus antibody binding to DSG3, primary screen, biochemical, bead-based, flow cytometry, scFv-GFP. Desmoglein-3 (Homo sapiens), P32926. DSG3-coupled beads, scFv-anti-DSG3-GFP binding; hits give low values. binding (percent of control), % at 10 µM. 310,000 compounds, 0.48% hits. AID 588358, 2011;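 active = binding more than 3 SD below its plate's average and above zero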;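 also: hits lower antibody fragment binding to DSG3; some compounds called inactive have numbers as strong as hits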
# An asterisk follows results filed as active; . = no result given.
SMILES,OPRM1-OPRD1 inv,V-ATPase pH,MOR-DOR ag,PKA-R2B act,HTR5A inv ctr,PKA-R1A activ,Arrestin-AP2 inh,DAGLB inhibitor,HTR5A ag ctr,Pemphigus Ab inh
CCOC(=O)N1CCC2(CC1)CC(=O)c1cc(O)ccc1O2,-10,4,1.9,4,-7,-10,4,3,2,102
CC(C)CCn1c(=O)c2ccccc2n2c(CCC(=O)NC3CCN(Cc4ccccc4)CC3)nnc12,7,2,-1.3,-13,9,7,-3,2,-4,97
COc1ccc(/C=N\NC(=O)CNC(=O)C2COc3ccccc3O2)cc1[N+](=O)[O-] (configuration not stated),4,-3,-0.8,5,14,-3,17,4,6,104
Cc1ccc(C)c(NC(=S)N2CCC(NC(=O)c3ccco3)CC2)c1,2,0,-0.2,-18,13,-7,20,-2,-5,.
COc1ccc(OC)c(C2=CC(=O)C[C@H](c3ccc4c(c3)OCO4)C2)c1,12,0,-2.1,-1,-5,-8,11,-7,-6,104
CCOc1ccc(-c2c(C(=O)N/N=C/c3ccc(C)o3)nnn2-c2nonc2N)cc1,17,-2,-3.2,7,0,-1,17,3,0,99
COc1cccc(C(=O)NCCS(=O)(=O)N2CCCCCC2)c1,12,4,-2.2,-10,8,5,6,-2,-3,127
Cc1ccc(CNC(=O)C(=O)NCC2OCCN2S(=O)(=O)c2cccs2)cc1 (configuration not stated),12,-2,-2.1,4,2,-3,-2,-1,-1,107
CCCC(=O)Nc1nc(C(=O)OCC)cs1,-15,-2,2.5,-4,-17,0,4,2,6,99
CCOC(=O)Cc1csc(/N=C/c2c(O)n(-c3ccc(C)cc3C)c(=O)c3ccccc23)n1,10,3,-1.9,-3,-12,4,-3,0,3,123
CCCCCCC1/C(=N\NC(=O)c2ccccc2)CCC1C(=O)OC (configuration not stated),13,1,-2.6,-6,5,4,8,0,-1,104
Cc1cc(-c2ccccc2)n2ncnc2n1,12,-1,-2.2,6,-19,0,45,1,0,108
CCOC(=O)c1ccc(NC(=O)CN2C(=O)C(CC)SC(CC)C2=O)cc1 (configuration not stated),-38,-3,5.2,-15,-11,3,-1,-4,4,105
c1ccc(-c2cncnc2)nc1,2,-6,-0.4,-12,2,-7,-8,-7,0,101
COc1ccc(OC)c(NC(=O)c2ccc3c(c2)C(=O)N(CC2CCCO2)C3=O)c1 (configuration not stated),2,3,-0.3,4,-4,2,14,0,-2,.
CCOC(=O)CCNC(C(=O)OCC)c1ccccc1 (configuration not stated),9,0,-2.2,9,16,5,0,-1,-7,.
CCOc1ccccc1NC(=S)Nc1ncccc1C,9,1,-1.5,7,5,-2,1,-4,-2,98
COc1ccc(OCc2cc(C(=O)N3CCCCCCC3)no2)c(Cl)c1,9,1,-1.8,-5,-4,13,8,-5,2,101
Cc1ccc2c(Cl)cc(Cl)c(OCC(=O)Nc3cccc(S(=O)(=O)N(C)C)c3)c2n1,-3,-1,0.5,3,-14,9,-5,3,0,.
Cn1ncc(Br)c1C(=O)N/N=C/c1cccc(OC2CSC2)c1,13,-1,-2.2,-12,5,-5,25,-3,-2,99
CCOC(=O)c1cnc2c(cnn2C)c1NCCCn1ccnc1,9,2,-1.8,-1,-7,2,48,-2,2,.
Cc1ccc(-n2c(C3CC3c3ccc(Cl)cc3)n[nH]c2=S)cc1 (configuration not stated),-37,0,6.9,3,27,-6,-12,-1,2,100
O=C(COC(=O)CCN1C(=O)C2CC=CCC2C1=O)NCCc1ccccc1 (configuration not stated),17,-2,-3.2,-14,-9,-18,30,-3,1,105
CCN1CCN(C(c2cccs2)C(C)NC(=O)c2ccccc2F)CC1 (configuration not stated),-6,11,1.1,-4,23,-7,0,3,2,104
COC(=O)C1(Cc2cc(-c3cccc(Br)c3)no2)CCN(C(=O)OC(C)(C)C)CC1,3,0,-0.5,7,6,-2,-5,-19,-2,102

# Reprinted at random: 6 compounds from above, in no set order.
SMILES,OPRM1-OPRD1 inv,V-ATPase pH,MOR-DOR ag,PKA-R2B act,HTR5A inv ctr,PKA-R1A activ,Arrestin-AP2 inh,DAGLB inhibitor,HTR5A ag ctr,Pemphigus Ab inh
COC(=O)C1(Cc2cc(-c3cccc(Br)c3)no2)CCN(C(=O)OC(C)(C)C)CC1,3,0,-0.5,7,6,-2,-5,-19,-2,102
CCOC(=O)c1ccc(NC(=O)CN2C(=O)C(CC)SC(CC)C2=O)cc1 (configuration not stated),-38,-3,5.2,-15,-11,3,-1,-4,4,105
Cc1ccc(CNC(=O)C(=O)NCC2OCCN2S(=O)(=O)c2cccs2)cc1 (configuration not stated),12,-2,-2.1,4,2,-3,-2,-1,-1,107
Cc1cc(-c2ccccc2)n2ncnc2n1,12,-1,-2.2,6,-19,0,45,1,0,108
Cn1ncc(Br)c1C(=O)N/N=C/c1cccc(OC2CSC2)c1,13,-1,-2.2,-12,5,-5,25,-3,-2,99
CCOc1ccc(-c2c(C(=O)N/N=C/c3ccc(C)o3)nnn2-c2nonc2N)cc1,17,-2,-3.2,7,0,-1,17,3,0,99

# (more compounds)
SMILES,OPRM1-OPRD1 inv,V-ATPase pH,MOR-DOR ag,PKA-R2B act,HTR5A inv ctr,PKA-R1A activ,Arrestin-AP2 inh,DAGLB inhibitor,HTR5A ag ctr,Pemphigus Ab inh
N/C(=N\O)c1ccc(NC(=O)c2ccc(Br)o2)cc1,8,7,-1.3,4,1,7,-2,-1,-5,.
COc1ccc(C)cc1NC(=O)c1nnn(Cc2cc(C)ccc2C)c1N,-21,-3,4.1,1,-12,0,3,-7,4,114
CC(C)NC(=O)CCCc1ccccc1,7,-1,-1.4,-5,-3,-10,8,-3,2,97
CN1C(=O)Nc2cccc3cccc1c23,-11,4,2.3,10,-6,2,-2,4,2,97
Cc1ccc(S(=O)(=O)CCC(=O)NCCc2ccc(Cl)cc2)cc1,7,0,-1.2,-6,-12,-8,2,-1,3,95
CCOC(=O)c1cc(-c2ccccc2)nc2ccc(C)cc12,-42,2,7.9,-5,2,-6,-7,-12,-1,99
CC(Sc1nnc(C2CC2)n1C1CC1)C(=O)Nc1cccc(S(=O)(=O)N2CCOCC2)c1 (configuration not stated),13,4,-2.4,-2,10,-1,-15,4,-3,109
Cc1ccc(C(=O)N(NC2=NS(=O)(=O)c3ccccc32)S(=O)(=O)c2ccc(C)cc2)cc1,6,-3,-1.4,1,2,5,3,2,-3,103
CCn1c(=O)n(Cc2ccco2)c(=N)c2c3c(sc21)COC(C)(C)C3,10,5,-2.0,-3,-1,9,-7,2,0,108
COc1ccc(NC(=O)N(C)C[C@H]2Oc3c(NC(=O)c4ccncc4)cccc3C(=O)N([C@H](C)CO)C[C@@H]2C)cc1,10,-5,-1.9,2,-2,-2,-2,-2,1,106
Cc1ccc(C(=O)c2ccc(CC(=O)O)n2C)cc1,8,-4,-1.4,-3,-5,2,3,0,1,97
Cc1ccc(NS(=O)(=O)c2ccc(Cl)c(C(=O)Nc3cccc(C(=O)O)c3)c2)cc1,10,0,-1.9,1,-16,-7,-1,1,-1,99
O=C(O)[C@H]1CCCN1S(=O)(=O)c1cccc2cccnc12,4,2,-0.7,15,-1,3,3,-2,0,101
CC(C)Oc1ccc(S(=O)(=O)N2CCOCC2)cc1NC(=O)C1CCC1,9,-1,-1.4,-10,-12,-2,1,1,3,97
CSc1ccccc1C(=O)NCc1ccccc1C,7,-2,-1.5,-6,-19,2,21,-2,-4,115
CN(Cc1ccccc1)C(=O)COC(=O)CN1C(=O)c2ccccc2C1=O,16,-1,-4.2,-4,-10,-2,2,0,-2,.
CC1(C)Cc2ccccc2-c2[nH]c(=S)[nH]c(=O)c21,-4,-2,0.8,-1,7,4,25,3,-3,109
COc1ccccc1-c1nc2cc(Cl)ccc2c(=O)n1O,10,3,-2.3,9,1,-10,-6,2,0,103
c1ccc(Cn2c(-c3ccco3)nc3nc4ccccc4nc32)cc1,-1,-3,0.2,-5,-8,-10,3,0,2,105
O=C(NC(=S)Nc1ccccc1C(=O)O)c1cncc(Br)c1,13,-1,-2.6,6,-7,2,-10,1,2,125
COc1cc(CCC(=O)N2CCN(c3ccccc3Cl)CC2)cc(OC)c1OC,15,-3,-3.4,-4,1,2,9,-3,0,109
COC(=O)c1ccccc1NC(=O)CNCCc1ccc(OC)c(OC)c1,21,7,-3.3,0,-21,5,-2,0,7,.
O=C(CC1C[C@H](C(=O)N2CCOCC2)[C@@]2(CCC3CCCC3)c3[nH]c4ccccc4c3CCN2C1=O)NCCc1ccccn1 (some centres not stated),10,1,-2.0,5,-2,-11,4,0,1,101
Cc1ccc(NC(=O)CC(N)=S)cc1,11,1,-2.3,-13,10,7,-2,2,-4,105
O=S(=O)(c1cccs1)N1CCN(C/C=C/c2ccccc2)CC1,18,-1,-4.3,-4,3,-8,3,-3,-2,100
# The listing continues:
SMILES,OPRM1-OPRD1 inv,V-ATPase pH,MOR-DOR ag,PKA-R2B act,HTR5A inv ctr,PKA-R1A activ,Arrestin-AP2 inh,DAGLB inhibitor,HTR5A ag ctr,Pemphigus Ab inh
CCCCCn1c(CN2CCCCC2CC)nc2c1c(=O)n(C)c(=O)n2C (configuration not stated),0,-1,-0.1,8,-19,2,6,-2,1,98
O=C(N/N=C/c1ccsc1)c1cc(-c2ccncc2)nc2ccccc12,2,-2,-0.5,-4,-15,5,5,1,11,102
O=C(Nc1ccc(N2CCOCC2)cc1)c1ccc(S(=O)(=O)NCc2ccco2)cc1,13,-3,-2.4,6,-1,-4,-6,-3,5,90
COc1ccc(CNC(=O)C(=O)NCC2OCCN2S(=O)(=O)c2ccc(C)cc2)cc1 (configuration not stated),11,10,-2.0,-11,5,-2,-2,4,4,106
C/C(=N\NC(=S)NC1CCCCC1)c1ccc(C#N)cc1,-39,-1,7.3,-8,-8,4,1,1,3,95
CC1(C)Cc2noc(N)c2C(C)(C)N1OC(=O)c1ccccc1,4,-1,-0.7,-16,6,-1,-5,0,-2,88
Brc1ccccc1C1=Nn2c(nnc2-c2ccco2)SC1,13,-1,-2.7,-2,-12,7,1,1,0,107
COc1cc(C(=O)N2CCN(C(=O)c3ccco3)CC2)c([N+](=O)[O-])cc1OC,7,0,-1.4,-7,-13,-1,12,0,3,105
CN(C(=O)CC1C(=O)NCCN1Cc1cccc(F)c1F)C1CC(C)(C)NC(C)(C)C1 (configuration not stated),20,3,-4.0,-3,-1,-6,-12,1,0,103
